M4 antag: antagonists of human muscarinic M4 receptor (CHRM4). AID 624125. P08173. 360,000 compounds, 0.73% hits. CHO-hM4 cells, ACh EC80, Fluo-8 calcium fluorescence. inhibition, % at 3 µM;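 active = inhibition above its plate's cutoff, the mean inhibition of sample wells plus 3 SD, cut at about 27% in these data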;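 also: 0% = acetylcholine EC80 with DMSO and 100% = DMSO without agonist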
Target sequence (P08173 whole entry, looked up): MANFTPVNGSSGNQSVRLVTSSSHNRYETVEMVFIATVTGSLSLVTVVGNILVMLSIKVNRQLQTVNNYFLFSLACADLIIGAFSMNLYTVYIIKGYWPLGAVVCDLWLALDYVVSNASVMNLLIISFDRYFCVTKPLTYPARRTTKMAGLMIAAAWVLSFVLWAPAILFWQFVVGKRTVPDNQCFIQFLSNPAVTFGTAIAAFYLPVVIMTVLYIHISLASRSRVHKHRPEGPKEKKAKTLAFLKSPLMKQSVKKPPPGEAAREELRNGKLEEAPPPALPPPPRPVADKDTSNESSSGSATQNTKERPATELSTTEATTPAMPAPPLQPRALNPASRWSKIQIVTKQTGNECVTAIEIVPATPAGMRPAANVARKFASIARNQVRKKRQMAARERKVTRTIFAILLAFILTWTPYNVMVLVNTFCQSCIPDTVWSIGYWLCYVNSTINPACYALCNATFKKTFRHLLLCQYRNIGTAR
M4 ag: agonists of human muscarinic M4 receptor (CHRM4); CHO-K1 hM4/Gqi5, Fluo-8 calcium fluorescence; vehicle 0%, full acetylcholine response 100%; activation, % at 3 µM; 360,000 compounds, 0.14% hits; AID 624127;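 active = activation above the run mean over all test wells plus 3 SD, cut at about 32% in these data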;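 also: peak over basal fluorescence ratio per well then scaled between controls; 0% = DMSO wells and 100% = acetylcholine at EC100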
CHRM1 antagonist: blocks human M1 muscarinic receptor. P11229. CHO-K1 hM1, Fluo-8 calcium fluorescence, ACh EC80 antagonist. inhibition, % at 3 µM. 360,000 compounds, 1.3% hits. AID 588852;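 active = percent inhibition above its own plate's cutoff, namely the mean of that plate's compound wells plus 3 SD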;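 also: peak over basal fluorescence ratio during 140 s after agonist addition; 0% = ACh EC80 plus DMSO and 100% = DMSO alone without agonist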
Target sequence (P11229 whole entry, looked up): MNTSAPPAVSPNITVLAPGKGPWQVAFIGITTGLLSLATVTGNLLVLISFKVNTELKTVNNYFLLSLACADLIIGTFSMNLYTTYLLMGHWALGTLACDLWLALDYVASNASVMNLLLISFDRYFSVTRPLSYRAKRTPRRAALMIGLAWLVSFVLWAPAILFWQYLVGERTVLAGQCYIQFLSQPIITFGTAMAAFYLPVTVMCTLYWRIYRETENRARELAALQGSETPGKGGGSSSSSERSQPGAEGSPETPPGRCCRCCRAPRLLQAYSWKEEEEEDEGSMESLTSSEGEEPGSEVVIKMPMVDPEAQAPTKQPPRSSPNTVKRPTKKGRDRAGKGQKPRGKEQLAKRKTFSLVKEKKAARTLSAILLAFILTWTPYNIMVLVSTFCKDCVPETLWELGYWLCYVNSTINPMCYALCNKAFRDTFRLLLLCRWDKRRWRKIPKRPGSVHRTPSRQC
M5 PAM: positive allosteric modulators of human muscarinic M5 receptor. CHO-K1 hM5, Fluo-8 calcium, ACh EC20 PAM; 0% = ACh EC20, 100% = ACh EC100. activation, % at 3 µM. 360,000 compounds, 0.3% hits;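 active = activation above the run cutoff, the mean activation of all test compounds plus 3 SD, cut at about 18% in these data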
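System: CHO-K1 hM5 cells. Reagent: acetylcholine, EC20 level. Compound dosing: single dose, 3 µM nominal final test concentration. Timing: Post-acetylcholine fluorescence recording 140 s. Detection: Fluo-8 calcium fluorescence. Read-out: % activation, ACh-normalized. Benchmarks: ACh EC20 and EC100 wells. Repeats: singlicate, one well per test compound.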
CRFBP-R2 agonist: CRF-BP/CRF-R2 complex agonism; HEK293 CRF-R2/CRF-BP, calcium dye fluorescence (FLIPR); percent of saturating CRF peptide response; activation, % at 13.2 µM; 350,000 compounds, 0.46% hits;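 active = activation of at least 50%, plus an integration ratio under a set limit after plate pattern correction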;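 also: plate controls were neutral control wells without compound for no effect and CRF at EC100 for full effect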
CHRM5 antagonist: blocks acetylcholine activation of human M5 receptor; CHO-hM5 cells, Fluo-8 calcium fluorescence, ACh EC80; 360,000 compounds, 0.59% hits; P08912; inhibition, % at 3 µM; AID 624040;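 active = inhibition above a per-plate cutoff, the mean of that plate's test compounds plus 3 SD, cut at about 27% in these data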;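 also: 0% = acetylcholine EC80 with DMSO and 100% = DMSO without agonist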
CHRM5 agonist: agonists of human muscarinic M5 receptor (CHRM5); P08912; CHO-K1 hM5 cells, Fluo-8 calcium fluorescence; 0% DMSO wells, 100% maximal acetylcholine response; activation, % at 3 µM; 360,000 compounds, 0.19% hits;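 active = activation above the run's mean over test compounds plus 3 SD, cut at about 23% in these data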;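 also: signal is peak over basal fluorescence ratio across the kinetic read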
M1 PAM: potentiates human M1 receptor response to acetylcholine; CHO-K1 hM1, Fluo-8 calcium fluorescence, ACh EC20; 0% = ACh EC20, 100% = maximal ACh; 360,000 compounds, 0.088% hits; activation, % at 3 µM; in the data active = activation above about 19%, passing the limit was not always enough
M4 PAM: potentiates acetylcholine response at human M4 receptor | activation, % at 3 µM | AID 624126 | CHO-K1 hM4/Gqi5, Fluo-8 calcium fluorescence, ACh EC20; 0% = ACh EC20, 100% = maximal ACh | 360,000 compounds, 0.4% hits | P08173;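 active = activation above its plate's cutoff, the mean activation of sample wells plus 3 SD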; also: some results filed as inactive read as strong as hits
* = called active by the depositor; / = no result given. Rows are unselected (roughly 2.8% active in at least one column).

molecule	M4 antag	M4 ag	CHRM1 antagonist	M5 PAM	CRFBP-R2 agonist	CHRM5 antagonist	CHRM5 agonist	M1 PAM	M4 PAM
CCn1c2ccccc2c2cc(CN3CCN(S(=O)(=O)Cc4ccccc4)CC3)ccc21	0	2	-2	2	-1.0	0	-3	9	1
COc1ccc(C(=O)Nc2cc(C(=O)O)cc(C(=O)O)c2)cc1Cl	4	1	-14	1	0.7	13	-5	10	1
Cc1oc2ccc(NS(=O)(=O)c3ccccc3)cc2c1C(=O)Nc1ccccc1	-1	3	-10	-6	-1.1	4	-4	6	-3
Cc1ccc(-c2n[nH]c3c2CCC3)cc1	1	-1	-20	6	-1.6	-2	1	8	13
Cc1cc(Nc2ccc(F)cc2)nc(N)n1	7	0	-7	1	-2.6	-1	-1	10	1
Cc1c(C(=O)NC2CCCc3ccccc32)cccc1[N+](=O)[O-] (stereo not drawn)	-20	5	-3	-4	-3.2	13	-4	9	-11
Cc1cc(=O)[nH]c(NCc2ccccc2)n1	2	0	-15	7	-0.3	5	1	12	-10
O=C(c1ccc(Br)s1)N1CCN(c2ccccn2)CC1	5	1	2	-1	-11	3	-5	-4	0
Cc1ccc(-n2nc3c(c2NC(=O)/C=C\c2ccc4c(c2)OCO4)CSC3)cc1	-5	1	-2	3	-0.6	1	1	3	-2
CCOc1ccc(C(=O)NCC(=O)NCC(c2ccc(OC)cc2)N2CCCC2)cc1 (stereo not drawn)	-11	0	-12	5	-0.8	0	-1	21	7
O=C(O)C1CCN(Cc2cccnc2)CC1	3	0	1	-11	-1.9	3	-6	2	-8
COc1ccc(OC)c(S(=O)(=O)N(C)CC(=O)Nc2ccc3c(c2)OCO3)c1	6	5	-6	-4	1.5	-5	2	6	0
C/C(=N\NC(=S)Nc1ccccc1C)c1ccc(O)cc1	4	0	0	6	-5.8	1	-1	3	-2
Cc1ccc(CN2C(=O)CCC2C(=O)NCCN(CC(C)C)CC(C)C)cc1 (stereo not drawn)	1	1	-3	-6	1.5	2	-1	9	8
O=C(CSc1nnc(-c2ccncc2)o1)NC1CCCCC1	-3	1	-5	6	-1.2	-10	2	12	-1
COc1ccc(S(=O)(=O)Nc2ccc(C)cc2)cc1OC	4	2	-6	-2	0.3	-1	2	2	1
CCNS(=O)(=O)c1ccc(C(=O)OCC(=O)N2CCCc3ccccc32)cc1	-19	8	2	-6	-0.2	5	0	0	0
CC(C)(C)NC(=O)c1ccc(NC(=O)c2ccccc2-c2ccccc2C(=O)O)cc1	-3	1	-13	12	0.7	2	-1	11	3
O=C(Nc1ccc(Cl)cc1)c1nc[nH]c1C(=O)NCCN(CCNC(=O)c1[nH]cnc1C(=O)Nc1ccc(Cl)cc1)CCNC(=O)c1[nH]cnc1C(=O)Nc1ccc(Cl)cc1	1	-2	-5	17	3.1	-2	6	11	2
CC(C)CN(C(=O)COC(=O)c1ccccn1)c1c(N)n(Cc2ccccc2)c(=O)[nH]c1=O	-3	1	-11	8	-1.1	-1	-3	9	7
O=C(NC(=S)Nc1ccccc1)c1cc(-c2ccccc2)nc2ccccc12	3	0	-24	-1	5.2	5	-4	1	-8
CCCCc1c(C)nc(Nc2ccc(OC)cc2)[nH]c1=O	2	1	-2	-6	-1.8	15	-2	7	1
CCN(CCNC(=O)C1CCN(c2nnc(-n3cccc3)s2)CC1)c1ccccc1	-14	3	-24	0	-1.1	4	-3	15	-4
COc1ccc(-c2sc(Nc3ccccc3)n[n+]2-c2ccc(F)cc2)c(OC)c1OC	3	1	3	-1	-4.3	3	1	-4	5
Cc1nn(Cc2ccccc2)c(Cl)c1C(=O)NC(C)(C)C	-5	1	-4	6	2.1	-14	1	7	11

Looked up by structure from above, four records:
molecule	M4 antag	M4 ag	CHRM1 antagonist	M5 PAM	CRFBP-R2 agonist	CHRM5 antagonist	CHRM5 agonist	M1 PAM	M4 PAM
O=C(CSc1nnc(-c2ccncc2)o1)NC1CCCCC1	-3	1	-5	6	-1.2	-10	2	12	-1
O=C(NC(=S)Nc1ccccc1)c1cc(-c2ccccc2)nc2ccccc12	3	0	-24	-1	5.2	5	-4	1	-8
O=C(Nc1ccc(Cl)cc1)c1nc[nH]c1C(=O)NCCN(CCNC(=O)c1[nH]cnc1C(=O)Nc1ccc(Cl)cc1)CCNC(=O)c1[nH]cnc1C(=O)Nc1ccc(Cl)cc1	1	-2	-5	17	3.1	-2	6	11	2
O=C(O)C1CCN(Cc2cccnc2)CC1	3	0	1	-11	-1.9	3	-6	2	-8

(next part)
molecule	M4 antag	M4 ag	CHRM1 antagonist	M5 PAM	CRFBP-R2 agonist	CHRM5 antagonist	CHRM5 agonist	M1 PAM	M4 PAM
COc1cc(/C=C/C(=O)Nc2cccc(S(=O)(=O)NC3=NCCCCC3)c2)ccc1OCC#N	-13	16	-3	3	3.8	-9	-2	1	-2
N#CCSCC(=O)Nc1ccccc1	0	1	-33	-1	-0.7	-4	-4	7	0
O=c1cnn(-c2ccc(Cl)cc2Cl)c(-c2ccccc2)c1	11	-1	-16	6	-1.1	-3	-10	11	-4
CCOC(=O)N1CCN(C(=O)/C=C/c2ccc([N+](=O)[O-])cc2)CC1	-1	2	5	6	-1.0	-10	4	7	11
CC(=O)Nc1ccc(S(=O)(=O)Nc2nc3ccccc3nc2Nc2ccc(N)cc2)cc1	7	2	21	1	14	-3	11	-7	-9
CCN1CCN(c2nc3c(c(=O)[nH]c(=O)n3C)n2Cc2cccc(C)c2)CC1	-7	0	-20	3	-0.3	4	-2	15	4
Cc1ccc(S(=O)(=O)N2CCN(c3ccc([N+](=O)[O-])c4cccnc34)CC2)cc1	-4	0	-2	-7	0.7	8	-2	1	-4
Cc1cccc(N(C)c2cc(C)nc3nc(C)nn23)c1	-8	0	-8	-2	0.0	4	4	8	4
COc1ccc(-c2cc(C(=O)N(C)Cc3cccc(OC)c3OC)c3ccccc3n2)cc1OC	4	17	13	-11	-1.6	16	0	-8	-6
Cc1nnc(SC(C)C(=O)Nc2ccc(S(=O)(=O)N3CCCCCC3)cc2)s1 (stereo not drawn)	11	5	-7	-5	6.2	9	7	5	-10
C=CCOc1ccc(C(=O)Nc2ccccc2C(=O)NCc2cccnc2)cc1	-1	8	-3	-2	0.6	3	-3	-1	-7
CN(c1ccc(OCC(=O)OCC(=O)NCc2ccco2)cc1)S(=O)(=O)c1ccc2ccccc2c1	18	8	13	-6	6.1	15	-2	-1	-11
CC(=O)Nc1cccc(-c2ccnc3c2CC(C(=O)Nc2ccc(F)c(Cl)c2)O3)c1 (stereo not drawn)	-2	2	-10	0	/	0	0	6	1
C=CCNC(=O)COc1ccccc1C#N	-6	1	-4	11	0.2	-1	-5	7	7
CC1(C(=O)NCCN2CCOCC2)C=CCN1C(=O)c1ccccc1 (stereo not drawn)	-8	1	-6	11	2.4	15	-6	6	14
Cc1ccc(O)c(C2=NNC(c3ccc(Cl)cc3)C2)c1 (stereo not drawn)	2	8	45*	21*	-0.5	51*	14	12	1
CC(C(=O)Nc1cccc(S(=O)(=O)N2CCOCC2)c1)N1CCN(c2ccc(F)cc2)CC1 (stereo not drawn)	3	6	-6	-2	0.1	2	2	11	-3
CCCCNC(=O)N(C)c1nc2ccccc2s1	6	0	-10	-1	-0.8	3	-1	7	-1
COc1ccc(CN2C(=O)C(C)Nc3ncnc(N4CCOCC4)c32)cc1 (stereo not drawn)	2	3	2	3	-2.6	-2	2	4	5
CC(=O)Nc1ccc(C(=O)NCCN2CCOCC2)cc1	-3	2	-19	-1	-0.9	3	-4	9	7
CC(C)(C)NC(=O)N1CCN(c2ncccc2C(F)(F)F)CC1	3	16	14	-11	1.7	17	-3	-8	-22
O=C(COc1ccc(/C=N/NS(=O)(=O)c2ccccc2)cc1)N1CCOCC1	-3	1	5	-8	-0.3	-2	-4	6	-2
O=C(c1n[nH]c(=O)c2ccccc12)N1CCN(S(=O)(=O)c2ccccc2Cl)CC1	-2	4	-3	-2	0.2	1	2	13	0
CCOc1ccc(N2C(=O)CC(Cc3ccc(Br)cc3)C2=O)cc1 (stereo not drawn)	-22	4	1	-2	-0.5	9	-5	-5	-3
COc1ccc(-c2nonc2NC(=O)c2oc3ccc(F)cc3c2C)cc1OC	6	1	-3	-5	1.2	2	-3	1	3

(listing goes on)
molecule	M4 antag	M4 ag	CHRM1 antagonist	M5 PAM	CRFBP-R2 agonist	CHRM5 antagonist	CHRM5 agonist	M1 PAM	M4 PAM
CC(=O)c1cccc(S(=O)(=O)NCC(c2ccco2)N2CCCCC2)c1 (stereo not drawn)	-2	1	-2	-1	-2.2	2	0	2	0
O=C(Nc1nc2c(s1)CCCC2)c1ccc(Br)s1	-4	6	-5	-6	1.4	-1	1	2	7
COc1cccc(NC(=O)CSc2nnc(CNC(=O)c3ccco3)n2C)c1	-6	1	-10	3	-2.0	-2	2	11	2
COC(=O)[C@@]12C[C@@H](CC(=O)NCCc3ccccc3OC)C(=O)N(Cc3ccccc3)C1=CCC(C)(C)C2	-11	3	/	-3	/	-7	-2	/	-2
CC(=O)NCCNc1ccc([N+](=O)[O-])cn1	7	0	-9	2	0.4	-1	0	4	2
Cn1cnc2c(N/N=C/c3cccs3)ncnc21	-2	1	-17	4	9.7	4	-5	11	8
COc1ccc(-c2[nH]ncc2/C=N/NC(=O)c2cc(Br)ccc2O)c(OC)c1	-15	1	-7	-1	-1.5	-9	-3	-3	-5

Single records (already shown).
Record of O=C(Nc1nc2c(s1)CCCC2)c1ccc(Br)s1 : M4 antag = -4; M4 ag = 6; CHRM1 antagonist = -5; M5 PAM = -6; CRFBP-R2 agonist = 1.4; CHRM5 antagonist = -1; CHRM5 agonist = 1; M1 PAM = 2; M4 PAM = 7
Record of Cn1cnc2c(N/N=C/c3cccs3)ncnc21 : M4 antag = -2; M4 ag = 1; CHRM1 antagonist = -17; M5 PAM = 4; CRFBP-R2 agonist = 9.7; CHRM5 antagonist = 4; CHRM5 agonist = -5; M1 PAM = 11; M4 PAM = 8
Record of COc1cccc(NC(=O)CSc2nnc(CNC(=O)c3ccco3)n2C)c1 : M4 antag = -6; M4 ag = 1; CHRM1 antagonist = -10; M5 PAM = 3; CRFBP-R2 agonist = -2.0; CHRM5 antagonist = -2; CHRM5 agonist = 2; M1 PAM = 11; M4 PAM = 2
